p47phox inh: p47phox (human) inhibition; P14598; p47phox/p22phox peptide binding, fluorescence polarization, 2 h; inhibition, % at 24.7 µM; hit rate 0.53% among 220,000; AID 1274;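 active = inhibition above about 30%, limit read from the data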;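 note: 0% = p47phox with labelled peptide and 100% = labelled peptide alone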
Target sequence (P14598 whole entry, looked up): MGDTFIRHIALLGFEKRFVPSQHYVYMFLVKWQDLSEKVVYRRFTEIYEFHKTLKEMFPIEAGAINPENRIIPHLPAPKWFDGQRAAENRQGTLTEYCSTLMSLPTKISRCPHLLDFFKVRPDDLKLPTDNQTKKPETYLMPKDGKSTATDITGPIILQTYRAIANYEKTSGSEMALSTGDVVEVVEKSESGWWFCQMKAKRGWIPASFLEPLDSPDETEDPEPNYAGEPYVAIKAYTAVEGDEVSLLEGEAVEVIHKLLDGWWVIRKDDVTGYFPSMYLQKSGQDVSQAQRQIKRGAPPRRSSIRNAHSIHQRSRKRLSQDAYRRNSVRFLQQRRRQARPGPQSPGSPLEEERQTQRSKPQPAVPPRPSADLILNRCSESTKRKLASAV
Tb hexokinase: blocks Trypanosoma brucei hexokinase 1 activity; recombinant TbHK1, G6PDH-coupled NADH A340; inhibition, % at 10 µM; hit rate 0.11% among 220,000; AID 1430;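 active = inhibition of 50% or more in the single-dose primary screen; inactive = inhibition below 50%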
EP2 antag: inhibitors of human EP2 prostaglandin E2 receptor. C6 glioma cells expressing human EP2, cAMP TR-FRET; cells stimulated with saturating PGE2. inhibition, % at 25 µM. hit rate 0.52% among 260,000. AID 1422;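 active = percent inhibition above 40 after rounding to a whole number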;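 note: rat C6 glioma host cells with rolipram phosphodiesterase inhibitor present; the protocol text gives 20 µM as final concentration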
p97 inhibitor: inhibitors of human p97 ATPase; P55072; recombinant p97 ATPase, Kinase-Glo ATP luminescence, 3 h; inhibition, % at 8 µM; hit rate 0.42% among 220,000; AID 1481; in the data active = inhibition above about 15%;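 note: 0% = DMSO vehicle and 100% = wells lacking enzyme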
Furin inhibitor: blocks human furin protease activity. P09958. purified furin, fluorogenic substrate cleavage. inhibition, % at 30 µM. hit rate 0.061% among 220,000. AID 463115; in the data active = inhibition above about 25%; note: inactives centre near -15
Target sequence (P09958 108-714 limits assumed): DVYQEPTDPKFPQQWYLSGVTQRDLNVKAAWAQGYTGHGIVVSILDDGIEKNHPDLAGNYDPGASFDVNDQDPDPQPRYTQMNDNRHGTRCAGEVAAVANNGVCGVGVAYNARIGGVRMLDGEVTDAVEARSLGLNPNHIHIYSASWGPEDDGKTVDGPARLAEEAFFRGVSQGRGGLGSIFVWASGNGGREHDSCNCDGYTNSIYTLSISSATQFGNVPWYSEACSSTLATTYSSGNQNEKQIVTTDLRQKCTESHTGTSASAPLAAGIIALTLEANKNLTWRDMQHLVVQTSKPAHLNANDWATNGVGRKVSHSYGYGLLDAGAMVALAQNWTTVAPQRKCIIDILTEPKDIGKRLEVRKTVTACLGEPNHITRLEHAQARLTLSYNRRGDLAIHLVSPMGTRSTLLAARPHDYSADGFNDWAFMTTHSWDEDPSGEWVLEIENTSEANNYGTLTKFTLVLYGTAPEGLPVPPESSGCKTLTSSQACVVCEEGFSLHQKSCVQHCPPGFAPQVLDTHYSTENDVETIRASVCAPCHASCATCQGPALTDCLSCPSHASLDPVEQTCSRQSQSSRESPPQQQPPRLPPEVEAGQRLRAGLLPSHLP
Ba/F3 V617F tox: reduce viability of Ba/F3 cells dependent on JAK2V617F | hit rate 1.1% among 220,000 | AID 1446 | inhibition, % at 5.6 µM | Ba/F3 EpoR-JAK2V617F viability, ATP luminescence;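 active = inhibition above the campaign mean plus 3 SD over all tested compounds, cut at about 24% in these data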;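 note: cytokine-independent growth of Ba/F3 cells driven by EpoR plus mutant JAK2; 0% = DMSO-treated cells and 100% = JAK inhibitor I control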
PPC-1+TRAIL kill: kills PPC-1 cancer cells in the presence of TRAIL; PPC-1 cells + TRAIL, ATPLite viability luminescence; AID 1443; cell killing (% activity), % at 4 µM; hit rate 0.41% among 220,000;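 active = cell killing above 50% in the first pass at 4 µM, then a duplicate retest at 5 µM averaging 50% or more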;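 note: plate controls were cells with TRAIL plus DMSO for no effect and medium-only wells lacking cells for full effect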
RBBP9 inh: inhibitors of human serine hydrolase RBBP9 | O75884 | inhibition, % at 7.94 µM | recombinant RBBP9, FP-Rh probe fluorescence polarization | hit rate 0.2% among 220,000;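 active = inhibition above the campaign mean of all tested compounds plus 3 SD, cut at about 14% in these data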;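 note: plate controls were DMSO wells with RBBP9 for no effect and wells lacking RBBP9 protein for full effect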
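Controls: DMSO-treated enzyme wells and wells lacking RBBP9 | Material: RBBP9 protein | Technique: Fluorescence polarization | Replication: Single well per compound, no replicates | Buffer or medium: Tris-NaCl-Pluronic buffer, pH 8.0 | Timing: 30 min compound preincubation, 45 min probe labeling, 25 °C | Read-out basis: Percent inhibition from mP, scaled between DMSO and no-protein wells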
BaF3 parental: reduces parental Ba/F3 cell viability, JAK2V617F counter-screen; CellTiter-Glo ATP luminescence; inhibition, % at 5.6 µM; hit rate 1.1% among 220,000; AID 1486;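 active = inhibition above a per-campaign cutoff, the mean inhibition of all tested compounds plus 3 SD, cut at about 27% in these data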;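 note: 0% = DMSO wells and 100% = JAK Inhibitor I control wells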
* hit, by the source's call; . = no result given; & = joins results of further samples; [ ] = another dose, or the depositor's remark. The list is partial. The share of hits here may be higher or lower than overall.

SMILES	p47phox inh	Tb hexokinase	EP2 antag	p97 inhibitor	Furin inhibitor	Ba/F3 V617F tox	PPC-1+TRAIL kill	RBBP9 inh	BaF3 parental
COc1ccc(NC(=S)N/N=C/c2cccn2Cc2ccc(F)cc2)cc1	6	-6	5	4	-11	-2	-6	-2	4
O=C1c2ccc(-c3nc4ccccc4o3)cc2C(=O)N1Cc1ccccc1	.	-1	.	-2	-18[20 µM]	0	.	-3	-1
CC1=C(C(=O)O)N2C(=O)C(NC(=O)c3nn(C)c(C)c3Cl)C2SC1 (stereo not given)	8	-12	5	0	-24	4	-14	-1	9
CCOc1ccc(NC(=O)CSc2nnc(Cn3cnc([N+](=O)[O-])n3)n2CC)cc1	2	7	4	-7	5	4	2	-3	2
CCSc1nc(-c2ccc(OC)cc2)cc(-c2ccc(OC)cc2)c1C#N	3	-20	7	1	-16[20 µM]	-3	-3	-11	2
CS(=O)(=O)N1CCCC(C(=O)NCc2ccccn2)C1 (stereo not given)	-4	6	9	7	-11	0	-14	-7	4
CC1=C(C(=O)Nc2ccccc2)C(c2ccccn2)n2ncnc2N1 (stereo not given)	-5	-2	.	-1	-20[20 µM]	-3	32	3	3
Cc1ccc(-n2c(C)cc(C(=O)COC(=O)C3=NNC(=O)CC3)c2C)cc1	-21	-7	8	-4	-6[20 µM]	0	-36	-7	3
Cc1ccc(/C=c2/sc3n(c2=O)CCCN=3)o1	-10	-24	15	-5	-13[20 µM]	0	24	-7	1
ClC1(Cl)CC1Cn1cnc2ccccc21 (stereo not given)	2	2	5	-1	-26	-2	11	-3	2
CC(C)CCn1c(CN2CCOCC2)nc2c1c(=O)n(C)c(=O)n2C	-9	-4	11	3	-11	-1	2	-5	-1
N#CCCN1CCN(S(=O)(=O)c2ccc(S(=O)(=O)NC3CCCC3)cc2)CC1	-8	-6	7	0	-14	-5	-3	7	-1
C=CCOc1ccc(C2C(C(=O)c3ccco3)=C(O)C(=O)N2CCCN(CC)CC)cc1 (stereo not given)	-19	-13	8	5	-9	-4	14	-4	1
N=c1sc2ccccc2n1-c1ccccc1	-19	-3	5	5	-14[20 µM]	3	14	0	10
Cc1cnn(-c2cc(N/N=C/c3cccc(F)c3)ncn2)c1	5	-8	8	-4	-20	0	-2	-4	5
O=C(NCc1ccncc1)c1cn(-c2ccccc2)nc1-c1cccnc1	-7	0	11	7	-20	-4	2	-6	1
Cc1ccc(S(=O)(=O)N2CCC(C(=O)N3CCC[C@H]3C(=O)NCc3ccccc3)CC2)cc1	2	-4	-1	-3	-17[20 µM]	3	38	-3	8
Cc1c(NC(=O)C(C)N2C(=O)NC3(CCC(C)CC3)C2=O)c(=O)n(-c2ccccc2)n1C (stereo not given)	-4	4	4	-3	-11	3	17	-10	2
CCOc1cc(CN2CCOCC2)cc(C(C)=O)c1	4	0	5	3	-17	0	0	-8	2
Cc1ccc(C)c(-c2nn(-c3cc(N4CCN(CCO)CC4)ccc3[N+](=O)[O-])c(=O)c3ccccc23)c1	-5	-15	2	-4	-2[20 µM]	3	5	-7	6
COc1ccc(-c2ccc(C(C)=O)cc2)cc1[C@H]1[C@H]2C=CC[C@@H](C)[C@@H]2C(=O)N1Cc1ccccc1	-4	-8	14	.	-13	.	0	.	.
CCCCN1C(=O)c2ccc(C(=O)NC3=NCCS3)cc2C1=O	-10	4	17	3	-18[20 µM]	0	7	4	5
CCOC(=O)C1CCN(c2cc(=O)n(-c3ccccc3Cl)c(=O)[nH]2)CC1	-13	4	7	3	-7[20 µM]	-1	3	-6	2
CCC(C(=O)N1CCN(c2cccc(Cl)c2)CC1)c1ccccc1 (stereo not given)	-4	10	11	-9	-7	7	23	-9	6
CN1CCN(C(=O)C2=C[C@H](c3csc4ccccc34)C[C@H](OCc3ccc(CO)cc3)O2)CC1	.	-10	10	5	-31	-1	14	1	-3

Later entries.
SMILES	p47phox inh	Tb hexokinase	EP2 antag	p97 inhibitor	Furin inhibitor	Ba/F3 V617F tox	PPC-1+TRAIL kill	RBBP9 inh	BaF3 parental
CCc1ccc2oc(-c3ccc(OC)cc3)cc(=Nc3cccc(C(=O)O)c3)c2c1	-16	-10	9	-3	-8	5	49	-5	2
O=[n+]1c2c(n([O-])c3cc(F)c(F)cc31)CCCC2	20	-29	11	2	-10	1	11	0	3
COc1ccc(C2(C(=O)Nc3nncs3)CCCC2)cc1	-13	4	11	-7	6[20 µM]	4	-4	-12	6
Cc1nc2ccc(S(=O)(=O)N(C)CC(=O)NCc3ccc4c(c3)OCO4)cc2s1	-9	8	12	2	-13	2	16	-7	4
CCc1ccc2c(c1)c1nnc(NN)nc1n2CC	-12	-23	6	0	-16	1	13	-10	4
CC(Oc1ccccc1)C(=O)NNC(=O)c1ccccn1 (stereo not given)	-5	4	5	4	-6	-2	-3	4	6
CCOC(=O)C1(CCc2ccccc2)CCN(C(=O)CN2C(=O)CSC2=O)CC1	10	-4	6	3	-31	-6	2	-1	2
C=C(C)Cn1c(-c2cccs2)n[nH]c1=S	-4	-14	21&11	1	-18	2	-5	-8	2
O=[N+]([O-])c1cccc2ncccc12	3	-6	8	-5	-2	5	0	-5	-4
CS(=O)(=O)Nc1cccc(C2=NN(S(=O)(=O)c3ccc(F)cc3)C(c3cccs3)C2)c1 (stereo not given)	-227	2	1	-1	-17	3	14	-1	5
COc1ccc(C(=O)NCCc2nnc(SCC(=O)Nc3ccc(Br)cc3)n2C)cc1	-39	7	2	0	-18[20 µM]	1	4	-8	5
CCc1c(C(=O)OC)nnc2cc(C)nn12	-8	-12	8	4	-10[20 µM]	-5	-5	-11	2
COc1ccccc1Nc1c([N+](=O)[O-])cc(C)cc1[N+](=O)[O-]	-7	-10	10	-2	-32	0	.	3	9
O=C(NC1CCCC1)C(c1ccsc1)N(C(=O)Cc1cccs1)c1ccc(F)cc1 (stereo not given)	-6	3	13	-3	-19	-3	6	-3	0
COc1ccc(Cc2nnc(N)s2)cc1	-17	3	7	3	-24[20 µM]	-1	18	-7	5
CN(CC(=O)Nc1ccc(S(=O)(=O)N2CCCC2)cc1)CC(=O)Nc1ccc(F)c(F)c1F	-16	-4	3	3	-14	-3	-5	-5	4
O=C(CN1CCN(c2ccc(Cl)cc2)CC1)c1ccc2c(c1)OCO2	-14	12	14	1	-13	-3	9	-6	3
c1ccc(-c2nc(NCC3CCCO3)c3ccccc3n2)nc1 (stereo not given)	-15	30	4	4	-3	0	20	1	4
O=S(=O)(c1ccc(Cl)nc1)N1CCc2ccccc21	-12	-3	5	-2	-17	3	19	-4	-1
O=C(Nc1ccccc1)NC1CCCCC1	-4	-7	12	-2	-14[20 µM]	0	8	-6	5
CCCCn1c(NCc2ccccc2NS(=O)(=O)c2ccc(C)cc2)nc2ccccc21	-5	1	12	3	-10	-2	13	0	2
Cc1cc(C)nc(N=Nc2c(O)n(Cc3ccc(Cl)cc3)c3ccccc23)n1	0	-28	2	-2	-14	1	3	-2	7
O=C(O)C1CSC(c2ccco2)N1 (stereo not given)	-1	-2	8	3	-6	-4	10	-2	4
Cc1ccc(SCC(=O)c2cc(C)c(OC(=S)N(C)C)c(C)c2)cc1	-4	2	9	-6	-14[20 µM]	2	-7	-9	8
O=C(CSc1nc2cc(Cl)ccc2s1)N1CCN(C(=O)c2ccco2)CC1	6	0	0	1	-27[20 µM]	-3	17	-2	2

(listing goes on)
SMILES	p47phox inh	Tb hexokinase	EP2 antag	p97 inhibitor	Furin inhibitor	Ba/F3 V617F tox	PPC-1+TRAIL kill	RBBP9 inh	BaF3 parental
COc1ccc(CN2CCNC(=O)C2CC(=O)N2CCc3ccccc3C2)c(OC)c1 (stereo not given)	-5	-8	1	1	-16	-4	-1	5	1
CC1=NN(Cc2ccccc2)C(=O)/C1=C\c1ccc(N(C)C)cc1	-19	-3	13	2	-18	-5	12	-4	-1
CCCSc1nnc(-c2c[nH]c3ccccc23)n1C	-12	9	11	8	-16	-2	-10	-3	5
CCC(C)(C)n1nnnc1CN(Cc1ccc(Cl)cc1)Cc1ccco1	-15	4	.	-10	-13	2	10	-4	4
Cc1cccc(-n2cnc(C(=O)Nc3cccnc3)c2)n1	-4	3	6	6	-20	0	5	-5	-1
CCn1c2ccccc2c2cc(CN3CCN(S(C)(=O)=O)CC3)ccc21	-11	0	10	0	-17	0	-21	0	1
COCCN1C(=O)N[C@@H](CCc2ccccc2)C(C(C)=O)=C1C	-5	-7	10	8	-5	-5	26	6	0
Cc1cc(NC(=O)CSc2nnc(Nc3ccccc3C)s2)no1	-27	-7	9	6	-17	-3	9	0	1
O=C(Nc1ccccc1)c1cccc(S(=O)(=O)N2CCCCC2)c1	-10	9	6	-5	-5[20 µM]	1	22	-7	1
CCOC(=O)C1(Cc2ccccc2)CCN(Cc2ccc3cc(NC(C)=O)ccc3n2)CC1	-10	-10	0	-5	-15	0	27	-6	3
CN=C1SC(CC(=O)Nc2c(C)cccc2C)C(=O)N1/N=C/c1cccs1 (stereo not given)	-4	22	7	-3	-5	4	23	-1	6
Cc1ccc(CNC(=O)c2cc3c(=O)n(C)c4ccccc4c3n2C)o1	-10	-9	7	-5	-14	-1	7	-5	3
CCC(CC)c1nnc(NC(=O)C2CCCO2)s1 (stereo not given)	8	7	13&5	-5	-9	4	17	-6	3
COc1ccc(/C=C2\N=C3CCCCCN3C2=O)cc1	-12	-14	17	-6	9	3	2	-1	3
O=C1NC(=O)/C(=C\c2ccc(Oc3cnccn3)cc2)S1	-9	-27	11	8	-14	-3	5	-1	0
CN(C)c1nc(NCc2ccccc2)nc(N/N=C/c2ccc3c(c2)OCO3)n1	-31	-1	6	-4	7	3	11	-9	4
O=C(C1CCC1)N1CCc2cc(S(=O)(=O)N3CCN(c4ccccn4)CC3)ccc21	6	-2	13	2	-1	1	-27	-6	1
CC(C)n1nc(C(=O)OCC(=O)c2c[nH]c3ccccc23)c2ccccc2c1=O	-32	-8	10	0	-10[20 µM]	-1	-4	-2	1
CCCCC(=O)NC(c1ccco1)c1c(O)ccc2ccccc12 (stereo not given)	-17	-7	6	-4	-12[20 µM]	1	6	-7	1
CCCc1c(C(=O)Nc2cc(C(C)(C)C)on2)cnn1-c1ccccc1	-8	5	16	1	-7	-4	-1	-4	1
O=C(O)c1[nH]c2ccc(Cl)cc2c1CC(=O)N1CCN(c2ccccc2)CC1	0	0	1	4	-15[20 µM]	-2	1	-3	1
CCOC(=O)N=S(N)(=O)c1ccccc1 (stereo not given)	-3	3	26	4	-13	1	20	-10	0
Cc1ccc(SCCCCN2C(=O)NC(C)(C)C2=O)cc1	-3	-1	16	0	33*[20 µM]	-3	10	-7	0
CCCCn1nc2cc(C(=O)NCCc3cccs3)ccc2c1OCC	-4	-5	13	0	-18[20 µM]	-1	26	-8	-3
O=C(NCc1cccs1)C1CCN(S(=O)(=O)c2ccc(Cl)cc2)CC1	-1	-1	4	2	-19	-1	10	5	1
COc1ccccc1OCc1nc(C#N)c(NCc2ccco2)o1	-14	6	21	-4	-25	4	23	-2	9
Cc1ccccc1CN1C(=O)CS/C1=N/N=C/c1ccco1	1	-29	14	-1	-9	2	13	-1	0

Part of the list above, in markdown:
| SMILES | p47phox inh | Tb hexokinase | EP2 antag | p97 inhibitor | Furin inhibitor | Ba/F3 V617F tox | PPC-1+TRAIL kill | RBBP9 inh | BaF3 parental |
| --- | --- | --- | --- | --- | --- | --- | --- | --- | --- |
| COc1ccc(C2(C(=O)Nc3nncs3)CCCC2)cc1 | -13 | 4 | 11 | -7 | 6[20 µM] | 4 | -4 | -12 | 6 |
| Cc1nc2ccc(S(=O)(=O)N(C)CC(=O)NCc3ccc4c(c3)OCO4)cc2s1 | -9 | 8 | 12 | 2 | -13 | 2 | 16 | -7 | 4 |
| CCc1ccc2c(c1)c1nnc(NN)nc1n2CC | -12 | -23 | 6 | 0 | -16 | 1 | 13 | -10 | 4 |
